Tb PGK inh – qHTS Assay to Find Inhibitors of Phosphoglycerate Kinase; Potency, µM (doses to about 57.5 µM), for inactives: at the top dose activity change, negative = inhibition, hits mostly inhibitors; Phosphoglycerate kinase, glycosomal (Trypanosoma brucei brucei), P07378; PGK/GAPDH coupled, Kinase-Glo luminescence, 60 min; 0.043% of 380,000 active; also: potency is read from the fitted curve at half-maximal effect; % is scaled to controls: 0 for no effect and ±100 for the full control effect; nearly all actives have a fitted effect of over 60% in size
Target sequence (P07378 whole entry, looked up): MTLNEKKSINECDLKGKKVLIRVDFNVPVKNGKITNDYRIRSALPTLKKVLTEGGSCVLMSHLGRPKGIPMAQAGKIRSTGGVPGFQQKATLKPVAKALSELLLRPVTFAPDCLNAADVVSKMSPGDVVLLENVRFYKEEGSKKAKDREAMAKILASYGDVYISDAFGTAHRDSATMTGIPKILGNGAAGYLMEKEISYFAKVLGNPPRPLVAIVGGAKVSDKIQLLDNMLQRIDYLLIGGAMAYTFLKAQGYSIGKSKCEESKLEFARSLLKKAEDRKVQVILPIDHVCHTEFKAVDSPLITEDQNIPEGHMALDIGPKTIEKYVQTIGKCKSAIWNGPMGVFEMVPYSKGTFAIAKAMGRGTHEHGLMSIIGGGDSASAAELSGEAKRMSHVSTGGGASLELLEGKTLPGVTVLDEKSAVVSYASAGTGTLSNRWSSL
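Recombinant glycosomal PGK reaction used 1,3-bisphosphoglycerate generated in-well by GAPDH (100nM final) in 100mM TEA pH 7.6, 5mM MgCl2, 0.01% Tween-20. After 60 minutes at room temperature, ATP was read by Kinase-Glo Plus luminescence end-point.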
rTrxR1 inhibitor – qHTS Assay for Inhibitors of Mammalian Selenoprotein Thioredoxin Reductase 1 (TrxR1): qHTS; Thioredoxin reductase 1, cytoplasmic (Rattus norvegicus), O89049; 1% of 390,000 active; recombinant rTrxR1, NADPH fluorescence consumption, selenite substrate; Potency, µM (top dose mostly 114 µM), without a hit: top-dose activity change, negative = inhibition, actives largely listed as inhibitors; also: potency is read from the fitted curve at half-maximal effect; % is scaled to controls: 0 for no effect and ±100 for the full control effect; nearly all actives have a fitted effect of over 65% in size
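Rat TrxR1 (90 nM in the dispensed reagent) was pre-reduced with 400 uM NADPH for 5 min at room temperature, then incubated with compound for 15 min. After 400 uM selenite was added, NADPH fluorescence (Ex 340/Em 450 nm) was followed for 8 min.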
Pin1 inhibitor – qHTS Assay to Find Inhibitors of Pin1; Peptidyl-prolyl cis-trans isomerase NIMA-interacting 1 (Homo sapiens), Q13526; Pin1 FP peptide displacement, HiFluor488, 10 min; Potency, µM (doses to about 115 µM), inactives show at the top dose activity, negative = inhibition, usual class: inhibitors; 0.009% of 390,000 active; AID 504891, 2011; active = well fitted inhibition curve with a large enough effect in the polarisation, with a control signal flat, not every such curve was filed as active; inconclusive = small, poorly fitted or top-dose-only effect, or effect the other way, or a change in a side signal; inactive = no such curve, though single readings can be large or run the other way; the % refers to the polarisation; also: potency is read from the fitted curve at half-maximal effect; % is scaled to controls: 0 for no effect and ±100 for the full control effect
GLS inhibitor – qHTS for Inhibitors of Glutaminase (GLS) | GLS enzymatic activity, qHTS titration | Potency, µM (highest dose often 45.5 µM), for inactives: at the highest dose activity change, negative = inhibition, actives largely listed as inhibitors | 0.21% of 410,000 active; also: potency is read from the fitted curve at half-maximal effect; % is scaled to controls: 0 for no effect and ±100 for the full control effect
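hKGA; 45 mM KH2PO4 pH 8.2 + 0.02% Tween-20; cpd via pin tool; 1 mM Gln soln; GluOx/HRP/Amplex Red; RT 30 min; fluor. t0 & final.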
USP1 inh – Inhibitors of USP1/UAF1: Primary Screen; recombinant USP1/UAF1, Ub-Rhodamine cleavage fluorescence; 0.23% of 390,000 active; Potency, µM (highest dose often 57.1 µM), for inactives: at the top dose activity change, negative = inhibition, hits mostly inhibitors; also: potency is read from the fitted curve at half-maximal effect; % is scaled to controls: 0 for no effect and ±100 for the full control effect; nearly all actives have a fitted effect of over 60% in size; inactives centre near -12
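High-throughput fluorogenic screen: 1nM USP1/UAF1 complex, Ub-Rho substrate 150nM final, 50mM HEPES pH 7.8 with 0.5mM EDTA, 0.1 mg/ml BSA, 1mM TCEP and 0.01% Tween-20.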
PI4K2A inh – qHTS for small molecular inhibitors of PI4K2A | 0.13% of 420,000 active | AID 1346378, 2018 | activity change, negative = inhibition, % at 76.9 µM | purified PI4K2A, ADP-Glo luminescence, 1 h; active compounds read low; in the data active = activity change below about -50%; inconclusive = mostly about -30% to -49%;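 also: -100% = wells without enzyme as full effect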
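PI4K2A activity was measured by ADP-Glo luminescence: enzyme (4 ug/mL stock) and phosphatidylinositol (1.2 mM stock) in Tris pH 7.5/MgCl2/EGTA/Triton X-100 buffer were reacted with ATP (300 microM stock) for one hour at ambient temperature.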
TrxR1 substrate – qHTS Assay for Substrates of Mammalian Selenoprotein Thioredoxin Reductase 1 (TrxR1): qHTS. Potency, µM (series often up to 114 µM), without a hit: at the highest dose activity change, negative = substrate turnover. purified TrxR1 substrate turnover, NADPH consumption readout. 0.01% of 390,000 active; also: potency is read from the fitted curve at half-maximal effect; % is scaled to controls: 0 for no effect and ±100 for the full control effect; nearly all actives have a fitted effect of over 50% in size
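Rat TrxR1, dispensed at 90 nM, was prereduced with 400 uM NADPH (final) for 5 min at ~22 deg C, then incubated with compound 15 min before 400 uM selenite. A first-read NADPH fluorescence drop versus no-compound background flagged substrates.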
HP1b chromo inh – HTS for Inhibitors of HP1-beta Chromodomain Interactions with Methylated Histone Tails | AlphaScreen HP1-beta / biotin-H3K9me3 peptide binding | Potency, µM (top dose mostly 114 µM), without a hit: at the top dose activity change, negative = inhibition, hits mostly inhibitors | AID 540317, 2011 | 0.56% of 390,000 active | Chromobox protein homolog 1 (Homo sapiens), P83916; also: potency is read from the fitted curve at half-maximal effect; nearly all actives have a fitted effect of over 70% in size; inactives centre near 23
Target sequence (P83916 whole entry, looked up): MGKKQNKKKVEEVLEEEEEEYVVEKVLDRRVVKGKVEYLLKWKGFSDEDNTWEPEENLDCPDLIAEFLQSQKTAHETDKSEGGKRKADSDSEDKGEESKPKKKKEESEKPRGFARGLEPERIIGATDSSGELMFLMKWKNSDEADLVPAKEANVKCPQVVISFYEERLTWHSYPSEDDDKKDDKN
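HP1-beta protein (50 nM final) preincubated 30 min at room temperature with biotinylated H3(1-18)K9me3 peptide (50 nM) in PBS pH 7.4, 0.01% Tween-20, then compound added for 30 min. AlphaScreen streptavidin donor/nickel chelate acceptor beads (10 ug/mL final), 30 min dark, luminescence read.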
IDH1 R132H inh – qHTS for Inhibitors of mutant isocitrate dehydrogenase 1 (IDH1): qHTS | Isocitrate dehydrogenase [NADP] cytoplasmic (Homo sapiens), O75874 | IDH1-R132H enzyme, NADPH consumption, diaphorase/resazurin fluorescence | Potency, µM (titrated, usually from 76.6 µM), without a hit: top-dose activity change, negative = inhibition, most hits filed as inhibitors | 0.093% of 390,000 active; also: potency is read from the fitted curve at half-maximal effect; % is scaled to controls: 0 for no effect and ±100 for the full control effect; nearly all actives have a fitted effect of over 65% in size
Target sequence (O75874 whole entry R132H, stated change not applied): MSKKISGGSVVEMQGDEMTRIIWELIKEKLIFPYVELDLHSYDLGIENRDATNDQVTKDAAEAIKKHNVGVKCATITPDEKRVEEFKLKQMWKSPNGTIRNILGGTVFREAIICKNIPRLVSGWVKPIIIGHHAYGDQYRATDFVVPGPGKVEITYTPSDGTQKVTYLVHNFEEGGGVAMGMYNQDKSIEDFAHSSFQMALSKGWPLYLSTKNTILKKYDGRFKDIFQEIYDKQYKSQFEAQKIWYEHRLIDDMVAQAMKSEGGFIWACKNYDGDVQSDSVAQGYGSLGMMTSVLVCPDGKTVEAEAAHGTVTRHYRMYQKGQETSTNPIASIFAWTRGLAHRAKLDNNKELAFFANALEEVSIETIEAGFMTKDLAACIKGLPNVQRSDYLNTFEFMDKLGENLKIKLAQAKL
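IDH1-R132H (0.5 ug/mL dispensed) in pH 7.5 Tris buffer was preincubated 30 min with compound, then given a substrate mix of 0.016 mM NADPH and 2 mM alpha-KG for 80 min at room temperature; remaining NADPH was read by diaphorase/resazurin fluorescence.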
* = called active by the depositor; i = inactive; ? = inconclusive; . = no result given; [ ] = another dose, or the depositor's remark. Unless noted, calls follow the shape of the dose curve; as a rule, active = well fitted curve in the direction sought with a large enough effect; inconclusive = small, poorly fitted or top-dose-only effect, or another doubt; inactive = no such curve, though single readings can be large; an effect the other way counts as inactive or inconclusive. Only part of the results is shown (hit frequency here may not be typical).

Below each SMILES – HP1b chromo inh	Pin1 inhibitor	USP1 inh	rTrxR1 inhibitor	TrxR1 substrate	IDH1 R132H inh	GLS inhibitor	Tb PGK inh	PI4K2A inh
> Cc1ccccc1NC(=O)CNC(=O)Cc1cccc2ccccc12
  6%	-2%	-11%	-4%[57.1 µM]	2%[57.1 µM]	-7%	4%	-4%	-2
> O=C(CCl)N=c1sccn1Cc1ccccc1Cl
  43%[activator]	-1%	-16%	25µM*	3%	8%	-5%	2%	7
> CCOC(=O)c1cc2cc(C)ccc2[nH]1
  32%[activator]	-11%	-14%	-3%	16%	-6%	6%	-3%	-3
> O=C(NC(=S)Nc1sc2c(c1C(=O)O)CCCC2)c1ccccc1
  -21%	-8%	-18%	-6%	1%	16%	19%	-10%	-8
> COc1ccc(CC(=O)Nc2nnc(SCC(=O)NCc3ccco3)s2)cc1OC
  15%	31%[activator]	-4%	6%	7%[57.1 µM]	-2%	21%	-12%	-5
> CCCCOC(=O)C1=C(C)Nc2ncnn2C1c1cccc(OC)c1 (centres undefined)
  10%	-3%	-19%	-1%	-5%	2%	3%	6%	3
> COC(=O)C(NC(=O)CNS(=O)(=O)c1ccc(Br)cc1)c1ccccc1 (centres undefined)
  5%	1%	-7%	31%[57.1 µM]	7%[57.1 µM]	8%	0%	-6%	-3
> COc1ccc(Nc2ncnc3c2cnn3-c2cc(Cl)ccc2C)cc1OC
  2%	0%	-4%	23%[57.1 µM]	4%[57.1 µM]	-11%	10%	-4%	1
> CC1CC=C2C(C#N)=C(N)C(C#N)(C#N)C(c3cccs3)C2C1 (centres undefined)
  46%[activator]	?	?	?	10%[57.1 µM]	21µM*	-7%	-4%	-2
> CC1=C(C(=O)OCCOc2ccccc2)C(c2coc3ccccc3c2=O)C2=C(CCCC2=O)N1 (centres undefined)
  21%	6%	-5%	1%	2%	-1%	1%	-2%	1
> O=C(Nc1ccc2[nH]ccc2c1)c1ccccc1
  -1%	1%	-3%	14%[57.1 µM]	3%	-6%	12%	-4%	-19
> Cc1cc(C)c2c3c(sc2n1)C(=O)N(Cc1ccccc1)CC(=O)N3
  28%	1%	-6%	3%	2%	1%	.	-2%	1
> CCOc1ccccc1NC(=O)c1sc2nc(C)cc(C)c2c1N
  64%[activator]	3%	-14%	45%[activator]	42%[activator]	2%	-4%	-6%	-7
> CCC1CCCCN1C(=O)Cn1c(=O)n(-c2ccc(Cl)c(Cl)c2)c(=O)c2c(C)c(C(=O)N(C)C)sc21 (centres undefined)
  11%	3%	-28%	8%[57.1 µM]	-9%[57.1 µM]	-1%	-9%	9%	-3
> CC1CCN(C(=O)CN2C(=O)C(C)(C)Oc3ccc(C(=O)NC(C)C)cc32)CC1
  21%	0%	-6%	9%	3%	7%	4%	2%	-19

An excerpt of these results, with the structure last.
HP1b chromo inh | Pin1 inhibitor | USP1 inh | rTrxR1 inhibitor | TrxR1 substrate | IDH1 R132H inh | GLS inhibitor | Tb PGK inh | PI4K2A inh | SMILES
43%[activator] | -1% | -16% | 25µM* | 3% | 8% | -5% | 2% | 7 | O=C(CCl)N=c1sccn1Cc1ccccc1Cl
32%[activator] | -11% | -14% | -3% | 16% | -6% | 6% | -3% | -3 | CCOC(=O)c1cc2cc(C)ccc2[nH]1
-21% | -8% | -18% | -6% | 1% | 16% | 19% | -10% | -8 | O=C(NC(=S)Nc1sc2c(c1C(=O)O)CCCC2)c1ccccc1
15% | 31%[activator] | -4% | 6% | 7%[57.1 µM] | -2% | 21% | -12% | -5 | COc1ccc(CC(=O)Nc2nnc(SCC(=O)NCc3ccco3)s2)cc1OC

The results go on.
Below each SMILES – HP1b chromo inh	Pin1 inhibitor	USP1 inh	rTrxR1 inhibitor	TrxR1 substrate	IDH1 R132H inh	GLS inhibitor	Tb PGK inh	PI4K2A inh
> CCOC(=O)c1c(-c2ccc(OC)cc2)csc1NC(=O)CSc1ncnc2sccc12
  18%	?	-5%	21%	-2%	5%	3%	.	2
> COc1ccc(N2CCN(CCCNC(=O)CN3CCN(Cc4ccccc4C)C3=O)CC2)cc1
  ?	2%	9%	2%	4%	9%	54%[activator]	1%	-16
> O=C(O)C1CC(O)CN1S(=O)(=O)c1ccc2ccccc2c1 (centres undefined)
  34%	-8%	-21%	3%	-3%	2%	-11%	-9%	-4
> CCOC(=O)c1c(-c2ccccc2)csc1NC(=O)c1cc(-c2cccc(OC)c2)on1
  -20%	1%	2%	8%	7%	-4%	-10%	3%	-7
> CC(C)(C)NC(=O)C(c1ccncc1)N(C(=O)Cn1nnc(-c2ccc(F)cc2)n1)c1ccccc1 (centres undefined)
  -4%	7%	-10%	20%[57.1 µM]	6%[57.1 µM]	-13%	3%	-6%	-1
> Cc1nnc(-c2cnn(-c3ccccc3)c2N)n1Cc1cccc(C(F)(F)F)c1
  20%	23%	0%	-9%[57.1 µM]	0%[57.1 µM]	13%	12%	2%	3
> Cc1[nH]nc(N=CC2=C(O)CC(c3ccco3)CC2=O)c1-c1ccc(Cl)cc1 (centres undefined)
  40%	8%	-6%	-9%	7%	2%	2%	-2%	9
> O=C(O)CC(SCc1ccc(C(=O)O)o1)C(=O)O (centres undefined)
  17%	-10%	-13%	8%	7%	10%	-14%	-5%	-5
> CCn1nnc2cc(C(=O)Nc3ccc(C)c(Cl)c3)ccc21
  33%	?	-10%	-2%[57.1 µM]	-7%[57.1 µM]	9%	-8%	-12%	5
> CCCNS(=O)(=O)c1cc2c(cc1Br)CCN2C(=O)CC
  29%	-9%	-9%	22%	3%	0%	-6%	i	-14
> CCn1nnc2cc(C(=O)Nc3cccc(S(=O)(=O)N(C)C)c3)ccc21
  31%	-5%	-10%	22%	2%	3%	1%	-1%	2
> Cn1c(N)c(C#N)c2c(c1=S)CSC(C)(C)C2
  5%	-17%	-16%	?	-13%	3%	24%	-9%	1
> CCOC(=O)C1CCCN(c2nc3ccccc3nc2C(C#N)C(=O)OCC)C1 (centres undefined)
  5%	?	-18%	14%	-4%	8%	17%	-8%	4
> COc1ccc(CNC(=O)C/C(C)=N/NC(=O)COc2ccc(Br)cc2)cc1
  33%	1%	-31%	30%	13%	6%	0%	-2%	1
> COc1ccc(CNS(=O)(=O)c2ccc3c(c2)CCN3C(=O)C2CC2)cc1
  47%[activator]	6%	-7%	15%[57.1 µM]	9%[57.1 µM]	4%	0%	-1%	11

More structures follow:
Below each SMILES – HP1b chromo inh	Pin1 inhibitor	USP1 inh	rTrxR1 inhibitor	TrxR1 substrate	IDH1 R132H inh	GLS inhibitor	Tb PGK inh	PI4K2A inh
> Cc1cc(C)c2nc(NC(=O)c3ccc(OCC4CCCO4)cc3)sc2c1 (centres undefined)
  35%	0%	-18%	27%	6%	10%	-1%	.	-3
> CCN1C(=O)C2(C(C#N)=C(N)Oc3n[nH]c(C(C)C)c32)c2ccccc21 (centres undefined)
  21%	0%	-11%	20%	-6%	0%	-2%	-9%	0
> Cc1cccc(NC(=O)N2CCC(NC(=O)c3ccccc3C)CC2)c1
  20%	-12%	-13%	10%	7%	9%	0%	0%	4
> COc1cc(/C=N/NC(=O)CC#N)ccc1Oc1nc(Cl)ncc1F
  41%[activator]	16%	-22%	17%	1%	1%	0%	i	-1
> O=C(NCc1ccccc1)c1ccc(CS(=O)Cc2cccc(Cl)c2)o1 (centres undefined)
  .	.	-26%	.	.	3%	2%	-8%	-5
> CCOC(=O)Nc1c(C(=O)OC)[nH]c2cc(OC)ccc12
  4%	4%	-6%	-3%	-4%	-6%	20%	-7%	2
> CCOC(=O)Cn1nc(-c2ccc(C)cc2)ccc1=O
  31%[activator]	3%	-10%	23%	18%	12%	6%	-5%	1

Retrieved by structure from above:
Below each SMILES – HP1b chromo inh	Pin1 inhibitor	USP1 inh	rTrxR1 inhibitor	TrxR1 substrate	IDH1 R132H inh	GLS inhibitor	Tb PGK inh	PI4K2A inh
> Cc1cccc(NC(=O)N2CCC(NC(=O)c3ccccc3C)CC2)c1
  20%	-12%	-13%	10%	7%	9%	0%	0%	4
> CCN1C(=O)C2(C(C#N)=C(N)Oc3n[nH]c(C(C)C)c32)c2ccccc21 (centres undefined)
  21%	0%	-11%	20%	-6%	0%	-2%	-9%	0

Screening data from PubChem.
